# MITF inh – inhibitors of human MITF. O75030. AlphaScreen MITF homodimerization, bead proximity signal. inhibition, % at 2.6 µM. 0.91% of 650,000 active. AID 1259374; in the data active = inhibition above about 50%;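 also: 0% = vehicle wells with protein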
# Target sequence (O75030 whole entry, looked up): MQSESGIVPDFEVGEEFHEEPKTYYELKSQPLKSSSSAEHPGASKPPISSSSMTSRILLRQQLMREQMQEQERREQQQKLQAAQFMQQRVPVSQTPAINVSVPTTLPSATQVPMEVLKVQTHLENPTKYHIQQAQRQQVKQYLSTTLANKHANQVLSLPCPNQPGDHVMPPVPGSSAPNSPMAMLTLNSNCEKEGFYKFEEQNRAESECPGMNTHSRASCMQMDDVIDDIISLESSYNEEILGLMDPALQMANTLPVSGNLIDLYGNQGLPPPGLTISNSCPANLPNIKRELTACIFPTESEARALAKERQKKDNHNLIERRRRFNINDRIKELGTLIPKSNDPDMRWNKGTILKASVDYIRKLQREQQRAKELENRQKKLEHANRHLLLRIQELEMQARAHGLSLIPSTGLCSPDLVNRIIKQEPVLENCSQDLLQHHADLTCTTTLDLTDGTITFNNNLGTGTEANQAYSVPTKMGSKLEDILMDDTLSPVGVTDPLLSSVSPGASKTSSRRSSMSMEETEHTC
# FBW7 act – human FBW7 E3 ligase activation, primary screen; normalized activity (activation), % at 26.1 µM; 0.13% of 650,000 active; Q969H0; AlphaScreen FBW7–phospho-cyclin E peptide binding, activator screen; in the data active = normalized activity above about 1.9%;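 also: purified mutant Fbw7 with reduced substrate affinity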
# GPR151 activ – human GPR151 activation; Q8TDV0; PathHunter beta-arrestin GPR151 cells, luminescence; activation, % at 11.2 µM; 1% of 650,000 active; AID 1508602; in the data active = activation above about 4.9%;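 also: 0% = median of compound wells and 100% = cells with positive control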
# Target sequence (Q8TDV0 whole entry, looked up): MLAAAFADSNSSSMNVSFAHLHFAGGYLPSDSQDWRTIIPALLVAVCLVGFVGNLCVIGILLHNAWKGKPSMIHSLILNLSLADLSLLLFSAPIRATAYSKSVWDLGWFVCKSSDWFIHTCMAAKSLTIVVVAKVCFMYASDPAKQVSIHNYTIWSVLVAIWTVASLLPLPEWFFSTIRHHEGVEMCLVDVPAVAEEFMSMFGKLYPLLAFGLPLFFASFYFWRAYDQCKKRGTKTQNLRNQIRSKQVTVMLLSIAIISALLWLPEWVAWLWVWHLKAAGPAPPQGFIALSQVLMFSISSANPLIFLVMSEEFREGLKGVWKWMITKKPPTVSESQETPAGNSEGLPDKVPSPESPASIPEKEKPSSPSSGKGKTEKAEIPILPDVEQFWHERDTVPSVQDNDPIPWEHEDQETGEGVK
# TEAD-YAP block – TEAD-YAP interaction inhibition; HEK-TIYL cells, TEAD-Gal4/YAP UAS-luciferase luminescence; inhibition, % at 9.12 µM; 1.4% of 640,000 active; AID 1259422; in the data active = inhibition above about 32%;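 also: 0% = median of test compound wells and 100% = reference inhibitor wells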
# * marks the source's active call; other numbers are inactive results; nt = not tested or not shown. The order is random. Share with any hit: about 3.4%.
SMILES,MITF inh,FBW7 act,GPR151 activ,TEAD-YAP block
Cc1ccc2c(nc3s/c(=C/c4ccc(Br)cc4)c(=O)n32)c1C,14,0.1,-0.1,9
O=C(NCc1ccco1)/C(=C\c1cccc(Br)c1)NC(=O)c1ccccc1,-4,0.6,-1.5,3
CC(C)(C)C1CC(C(=O)Oc2ccc(Br)cc2)CC(C(C)(C)C)C1 (stereo unspecified),3,0.0,-0.7,9
COCCCNC(=O)CCCNC(=O)Cn1cnc2sc3c(c2c1=O)CCCC3,-2,0.0,0.5,-1
COc1ccc(NC(=O)CSc2nc3c(sc(=S)n3-c3ccc(C)c(C)c3)c(=O)n2-c2ccc(C)cc2)c(OC)c1,2,0.0,2.6,2
COC(CNC(=O)c1ccc2c(c1)ncn2-c1cccc(F)c1)OC,-5,0.0,0.9,8
CC(Oc1ccc(O)cc1)(P(=O)(O)O)P(=O)(O)O,97*,1.4,2.4,nt
C/C=C/C(=O)NCCc1ccc(OC)c(OC)c1,6,0.0,3.3,-12
C=CCN(CC=C)C(=O)c1ccccc1NC(=O)c1ccccc1C,17,0.0,1.3,3
O=C1CCCN1CCCN1C(=O)CC[C@@H]2CN(Cc3cc4ccccc4[nH]3)CC[C@@H]21,2,0.0,0.9,-4
COc1ccc(-n2nnc3c(SCC(=O)OCc4ccccc4)ncnc32)cc1,2,-0.1,-1.0,7
CC(C)[C@@H](Cn1nc(-c2ccc(F)c(F)c2)ccc1=O)NC(=O)c1ccco1,5,0.0,1.4,6
Cn1c(N)c(S(=O)(=O)N2CCN(c3ccc(F)cc3)CC2)c(=O)n(C)c1=O,6,0.2,-1.3,5
COc1ccc2nc(/N=C/c3cc(Cl)cc([N+](=O)[O-])c3O)oc2c1,5,-0.1,0.6,-1
CCCCCNC(=O)Nc1ccc(Cl)cc1,-1,0.1,2.6,-51
COCCSc1nnc(NC(=O)Cc2ccc(C)cc2)s1,19,1.0,-0.2,1
CC(C(=O)N1c2ccccc2CC1C)N1CCN(S(=O)(=O)c2ccccc2F)CC1 (stereo unspecified),75*,-0.2,-0.4,17
CCOC(=O)C1(Cc2cccc(OC)c2)CCCN(C(=O)c2ccc[n+]([O-])c2)C1 (stereo unspecified),4,0.0,0.4,6
Cc1nc(C)c(C(=O)N2CCc3c(cnc(C)c3CNC(=O)c3cncs3)C2)s1,2,0.0,-0.4,9
CCOc1ccc(-c2nnc3ccc(SCc4cccnc4)nn23)cc1,2,-0.2,0.5,-4
CCOc1ccc(-n2c(SCC(=O)N3CCc4ccccc43)nc3c(c2=O)SCC3)cc1,-1,0.8,1.6,-1
COc1cccc(C(=O)Nc2ccc(-c3nnn(CC(=O)NC4CCCCC4C)n3)cc2)c1 (stereo unspecified),14,0.3,0.3,13
COc1cc(C(=O)N2CCN(Cc3nnnn3-c3ccccc3)CC2)cc(OC)c1OC,8,0.0,2.0,4
Cc1cc(C(=O)NCCCN2CCCC2)n(-c2ccccc2)n1,9,0.0,-0.4,-2
S=C(NCc1ccc(Cl)cc1)NCc1ccccn1,5,0.1,1.2,1
Cc1cccc(Oc2ccc(N3C(=O)c4cccc([N+](=O)[O-])c4C3=O)cc2)c1,-1,-0.1,1.1,7
COc1ccc(/C=C/c2nc(-c3ccccc3)cc(=O)[nH]2)cc1,1,-0.9,-0.9,-2
CCC(=O)N(CCC(c1ccc2c(c1)OCO2)c1ccccc1OC)Cc1ccc2c(c1)OCO2 (stereo unspecified),4,0.0,-0.8,-7
COc1cc(SC)ccc1C(=O)NCCOc1ccc(F)cc1,16,0.2,-0.1,-65
COc1ccc(NC(=O)CSC2=NCCN2)cc1,8,0.0,-1.0,12
CCCCN(CC)S(=O)(=O)c1ccc2[nH]c(=O)cc(C(=O)NC(C)CC)c2c1 (stereo unspecified),-1,0.0,-2.2,-1
Cc1ccc(NC(=O)Cn2nc(C)n3cccc3c2=O)cc1,10,-0.1,-2.0,7
CCN1CCN(Cc2ccc(NC(=O)NCc3noc4ccccc34)cc2)CC1,15,0.3,-2.4,-7
CCOc1ccc(-c2cc(C)n3nc(C(=O)Nc4ccc(Cl)c(Cl)c4)cc3n2)cc1,-3,-0.2,0.0,-5
COCC(=O)N(C)C(Cc1ccc(F)cc1)C1CCN(Cc2ccc3c(c2)CCO3)CC1 (stereo unspecified),0,0.0,-0.6,0
CC(=O)c1ccc(NC(=O)c2ccc(C#N)cc2F)cc1,1,0.2,-1.1,-20
Cc1ccc(SCCC(=O)Nc2nc3c(s2)CCC3)cc1,8,0.1,-0.9,8
O=C(Cn1cnc2c(-c3ccc(F)cc3)csc2c1=O)Nc1ccc(F)cc1Cl,7,0.8,-1.1,-2
O=C1C=C(c2cccs2)C[C@H](c2cccs2)[C@H]1n1cnc([N+](=O)[O-])n1,-2,-0.1,-1.1,7
COCCN1C(=O)CC(CC(=O)N2CCSCC2)(c2ccccc2F)C1=O (stereo unspecified),19,0.9,-0.4,2
Cc1cccc(C(=O)NC(=S)Nc2ccc(N3CCCCC3)c(Cl)c2)c1,5,0.5,-0.6,-43
Cc1cc(N2CCC(C)CC2)nc2cccc(O)c12,12,0.1,-0.6,-24
COc1ccc(S(=O)(=O)N(CC(=O)NCc2ccccc2)c2ccc(C)cc2)cc1OC,-17,-0.1,1.8,8
O=C(c1ccc(Br)cc1)N1CCN(c2ccc([N+](=O)[O-])c(NC3CC3)c2)CC1,6,0.4,-1.7,11
O=C(CCCC(=O)c1ccccc1)Nc1ncn[nH]1,-4,-0.1,0.1,5
CCOC(=O)c1c(NC(=O)c2ccc(OC)cc2OC)sc2c1CCC2,1,-0.1,0.6,1
O=C(O)C1CCCCN1S(=O)(=O)c1ccc(Cl)cc1 (stereo unspecified),6,0.1,0.5,3
O=C(C(=O)N1CCc2ccccc2C1)N1CCc2ccccc2C1,3,-0.3,-0.7,2
CCn1c(=O)n(CC)c2cc(NC(=O)CCl)ccc21,-6,0.1,-0.7,7
N#Cc1cc2c(nc1SC1CC(=O)N(c3ccc(Br)cc3)C1=O)CCCC2 (stereo unspecified),-3,0.1,2.2,-3
CCOC(=O)N1CCc2c(sc(NC(=O)c3ccc(F)cc3)c2C(=O)Nc2ccc(Br)cc2)C1,-6,0.1,0.7,0
CCN(CC)C(=O)c1sc(NC(=O)c2ccccc2OC)c(C(=O)OC)c1C,4,0.0,0.1,-3
COC(CNC(=O)c1cnn2c(C)c(Cc3c(C)cc(C)cc3C)c(C)nc12)OC,2,-0.1,2.0,50*
Cc1c(NC(=O)Nc2ccccc2-c2ccccc2)n(C)c(=O)n1-c1ccccc1,21,0.2,1.2,5
O=C(NCc1ccc2c(c1)OCO2)c1cc2c(=O)oc3ccccc3c2s1,0,-0.1,0.3,5
C/C(=C\c1ccccc1)c1nc2c(=O)n(C)c(=O)nc-2n(C)n1,-8,-0.2,-4.3,34*
CCC(=O)Nc1cccc(-c2cn3ccccc3n2)c1,5,0.0,0.4,-28
O=C(CCc1nc2ccccc2c(=O)[nH]1)NCc1ccc2c(c1)OCO2,-2,-0.1,-0.6,-8
COc1ccc2[nH]c(C)cc(=O)c2c1,12,0.1,0.6,11
O=C1N[C@@H](Cc2ccc(Cl)cc2)C(=O)N2CCN(C(=O)c3ccc(Cl)cc3)C[C@H]12,5,0.1,-0.2,4

# Nothing new here: an excerpt of the list.
SMILES,MITF inh,FBW7 act,GPR151 activ,TEAD-YAP block
COc1ccc(S(=O)(=O)N(CC(=O)NCc2ccccc2)c2ccc(C)cc2)cc1OC,-17,-0.1,1.8,8
O=C(c1ccc(Br)cc1)N1CCN(c2ccc([N+](=O)[O-])c(NC3CC3)c2)CC1,6,0.4,-1.7,11
O=C(CCCC(=O)c1ccccc1)Nc1ncn[nH]1,-4,-0.1,0.1,5
CCOC(=O)c1c(NC(=O)c2ccc(OC)cc2OC)sc2c1CCC2,1,-0.1,0.6,1
O=C(O)C1CCCCN1S(=O)(=O)c1ccc(Cl)cc1 (stereo unspecified),6,0.1,0.5,3
O=C(C(=O)N1CCc2ccccc2C1)N1CCc2ccccc2C1,3,-0.3,-0.7,2
CCn1c(=O)n(CC)c2cc(NC(=O)CCl)ccc21,-6,0.1,-0.7,7
N#Cc1cc2c(nc1SC1CC(=O)N(c3ccc(Br)cc3)C1=O)CCCC2 (stereo unspecified),-3,0.1,2.2,-3
CCOC(=O)N1CCc2c(sc(NC(=O)c3ccc(F)cc3)c2C(=O)Nc2ccc(Br)cc2)C1,-6,0.1,0.7,0
CCN(CC)C(=O)c1sc(NC(=O)c2ccccc2OC)c(C(=O)OC)c1C,4,0.0,0.1,-3
COC(CNC(=O)c1cnn2c(C)c(Cc3c(C)cc(C)cc3C)c(C)nc12)OC,2,-0.1,2.0,50*
Cc1c(NC(=O)Nc2ccccc2-c2ccccc2)n(C)c(=O)n1-c1ccccc1,21,0.2,1.2,5
O=C(NCc1ccc2c(c1)OCO2)c1cc2c(=O)oc3ccccc3c2s1,0,-0.1,0.3,5
C/C(=C\c1ccccc1)c1nc2c(=O)n(C)c(=O)nc-2n(C)n1,-8,-0.2,-4.3,34*
CCC(=O)Nc1cccc(-c2cn3ccccc3n2)c1,5,0.0,0.4,-28
O=C(CCc1nc2ccccc2c(=O)[nH]1)NCc1ccc2c(c1)OCO2,-2,-0.1,-0.6,-8
COc1ccc2[nH]c(C)cc(=O)c2c1,12,0.1,0.6,11

# Next section.
SMILES,MITF inh,FBW7 act,GPR151 activ,TEAD-YAP block
NC1=NC(=O)/C(=C/c2ccccc2OS(=O)(=O)c2ccccc2)S1,-1,0.2,3.0,-6
O=C(CC(Nc1cccc(Cl)c1)c1ccc(Br)cc1)c1ccccc1 (stereo unspecified),-6,-0.4,1.1,-2
c1ccc(CC(Cc2nc3ccccc3[nH]2)c2nc3ccccc3[nH]2)cc1 (stereo unspecified),-9,0.0,-0.9,5
CCOc1ccccc1-n1c(=S)sc2c(=O)n(-c3ccc(C)cc3)c(SCc3cc(=O)n4cc(Cl)ccc4n3)nc21,-8,-0.3,-0.3,-2
Cc1c(Br)c([N+](=O)[O-])nn1CC(=O)Nc1sc2c(c1C#N)CCC2,1,0.1,-1.6,-7
C=CCSc1nnc2c(n1)OC(c1cc(OC)c(OC(C)=O)cc1Br)Nc1ccccc1-2 (stereo unspecified),10,0.5,-0.9,-10
CCCCCCC1(CC)NC(=S)N(c2ccc(Cl)cc2)N1 (stereo unspecified),-4,-0.1,1.3,4
C/C(=N\NC(N)=O)C1=CCC(C)(C)CC1,-8,0.0,0.3,2
COCCNC(=O)C(c1cccs1)N(C(=O)C(=O)NC1CCCCC1)C1CCCC1 (stereo unspecified),12,0.1,0.2,5
O=C(c1cnn2c(C(F)(F)F)cc(-c3ccco3)nc12)N1CCOCC1,13,0.2,-1.0,5
O=C(CN1C(=O)CCc2ccccc21)NCc1ccccc1Cl,-3,-0.1,-0.9,-25
Cc1ccc(C(=O)NN=C2CCN(C)CC2)cc1[N+](=O)[O-],3,-0.1,-0.1,21
COc1ccc(C(=O)Nc2nc(-c3cc4ccccc4oc3=O)cs2)cc1OC,3,-0.1,1.7,-9
CC(C)(C)CC(=O)Nc1ccccc1Br,7,-0.1,0.9,9
COc1ccc(-c2nc(NC(=O)Cc3ccc(F)cc3)sc2C)cc1,11,0.7,2.4,15
COc1cc(C2C3=C(CCCC3=O)Nc3ccccc3N2C(=O)c2ccccc2)ccc1O (stereo unspecified),4,-0.1,0.0,0
CCCN(C(=O)CC)c1nnc(-c2ccncc2)s1,24,-0.7,-1.7,-11
O=c1[nH]c(-c2ccco2)nc2ccccc12,3,0.0,0.9,-14
O=c1[nH][nH]c(=O)c2c(N=Cc3cc(Br)ccc3O)cccc12,8,0.1,0.9,-8
CC1Cc2ccccc2N1C(=O)CSc1nncn1C (stereo unspecified),2,0.1,2.1,7
CCOc1ccc(N(C(C)C(=O)Nc2ccc(C(C)C)cc2)S(C)(=O)=O)cc1 (stereo unspecified),-3,0.0,-0.1,-6
CC(=O)c1cccc(NC(=O)COc2cc(C)ccc2C(C)(C)C)c1,13,0.0,-1.5,-11
O=C(CNCc1ccco1)Nc1ccc(C(=O)N2CCCCC2)cc1,14,1.5,0.5,4
COc1ccccc1N1C(=O)CC(N(C)Cc2ccccc2)C1=O (stereo unspecified),4,0.1,0.7,3
Cc1ccccc1NC(=O)CSc1ccc2nnc(-c3ccccc3)n2n1,-4,-0.1,-0.7,7
S=C(c1ccc(-c2ccccc2)o1)N1CCN(c2ccccc2)CC1,3,-0.2,1.6,7
COc1ccc(-c2nc[nH]c2[N+](=O)[O-])cc1[N+](=O)[O-],6,0.2,1.2,-2
COc1cc(NC(=O)Cn2c3ccccc3c(=O)c3ccccc32)cc(OC)c1,8,0.1,1.0,-8
Cc1ccc(N)c(C(=O)CCCCC(=O)O)c1,22,0.7,0.1,4
Nn1c(SCC(=O)Nc2cc(Cl)ccc2Cl)nnc1-c1ccccn1,-14,-0.2,1.1,16
O=C1N[C@@H](Cc2c[nH]c3ccccc23)C(=O)N2C[C@@H](NCc3nc(-c4ccc(F)cc4)cs3)C[C@@H]12,16,0.1,1.1,10
COc1ccc(C2CC(=O)NC(NC(C)=O)=N2)cc1 (stereo unspecified),4,0.3,-1.9,7
CCn1c(C)nc2cc(C(F)(F)F)c(Cl)cc21,-6,0.2,-0.6,-6
CCN(Cc1ccccc1)C(=O)Cc1nc(-c2ccc(OC)cc2)no1,0,-0.2,0.8,-2
O=C(C1CCN(Cc2nc3ccccc3[nH]2)CC1)N1CCN(C/C=C/c2ccccc2)CC1,30,-0.3,1.1,17
CC(C)c1noc2ncc(C(=O)c3ccccc3O)cc12,2,0.0,-0.1,2

# Screening results (PubChem BioAssay)
